Screening data as filed in PubChem BioAssay.
Tb MetRS inh = T. brucei MetRS inhibitors, primary screen, biochemical, luminescence | purified T. brucei MetRS, ATP depletion, Kinase-Glo luminescence | 360,000 tested, 0.4% active | methionyl-tRNA synthetase (Trypanosoma brucei brucei) | AID 624268, 2012 | inhibition, % at 11.9 µM;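 active = inhibition above a per-plate cutoff of the control wells' mean inhibition plus 3 SD, cut at about 5.5% in these data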;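 note: 0% = DMSO wells median and 100% = median of wells with control inhibitor compound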
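assay system = parasite MetRS enzyme | timing = 15 min preincubation, 2 h reaction, all 25 °C | evaluation = percent inhibition relative to median high and low control wells | medium = HEPES buffer containing pyrophosphatase, BSA, spermine, DTT | compound = single dose, 11.9 µM final nominal, 0.9% final DMSO | detection = Kinase-Glo luminescence, ATP depletion format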
PABP1 MLLE inh = inhibitors of PABP1 MLLE–PAM2 peptide binding, primary screen, biochemical, fluorescence polarization, FITC-PAM2, GST-MLLE | Polyadenylate-binding protein 1 (Homo sapiens), P11940 | inhibition, % at 20 µM | 360,000 tested, 0.36% active | AID 588489, 2011; in the data active = inhibition above about 35%, passing the limit was not always enough;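 note: plate controls were DMSO wells with GST-MLLE for no effect and wells lacking GST-MLLE protein for full effect; some results filed as inactive read as strong as hits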
eLon inh = inhibitors of E. coli Lon protease, primary screen, biochemical, fluorescence polarization; P0A9M0; purified E. coli Lon protease; inhibition, % at 7.94 µM; 360,000 tested, 0.42% active; AID 602123, 2011; in the data active = inhibition above about 13%, passing the limit was not always enough;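 note: 0% = enzyme with probe and DMSO and 100% = no enzyme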
MT1-MMP act inh = blockers of MT1-MMP proenzyme processing, primary screen, HT1080 RFP-PRO-GFP cells, GFP/RFP fluorescence. Matrix metalloproteinase-14 (Homo sapiens), P50281. GFP/RFP ratio fluorescence, overnight; percent of plate control window, DMSO zero. GFP/RFP ratio change, % at 20 µM. 360,000 tested, 0.061% active;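 active = GFP/RFP ratio change of at least 30% with cell ATP level not reduced by more than half and red fluorescence within 50% of control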; note: strong numbers were not always called active
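Assay system: HT1080 RFP-PRO-GFP cells. Benchmarks: DMSO vehicle wells and RFP-L50D-GFP reporter cell wells. Times: overnight cell settling, then overnight compound exposure, 37 °C, 5% CO2. Compound: 20 µM single dose, 1% DMSO. Read-out basis: GFP/RFP fluorescence ratio.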
MsrA act = bovine MsrA enzyme activators, primary screen, biochemical, absorbance, HTS; AID 602163, 2012; activation, % at 10.6 µM; purified bovine MsrA, absorbance read-out; 360,000 tested, 0.3% active; in the data active = activation above about 7.5%;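 note: 0% = vehicle and 100% = reference activator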
CendR NRP1 mod = modulators of CendR peptide binding to NRP-1, primary screen, biochemical, fluorescence polarization, uHTS | FAM-RPARPAR peptide binding to NRP-1 | inhibition, % at 25 µM | 360,000 tested, 0.85% active | AID 602438, 2012;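 active = inhibition or corrected inhibition above about 18%, plus a signal ratio from 0.5 to 1.5, limit read from the data, passing the limit was not always enough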; note: strong numbers were not always called active
Target sequence (O14786 whole entry, looked up): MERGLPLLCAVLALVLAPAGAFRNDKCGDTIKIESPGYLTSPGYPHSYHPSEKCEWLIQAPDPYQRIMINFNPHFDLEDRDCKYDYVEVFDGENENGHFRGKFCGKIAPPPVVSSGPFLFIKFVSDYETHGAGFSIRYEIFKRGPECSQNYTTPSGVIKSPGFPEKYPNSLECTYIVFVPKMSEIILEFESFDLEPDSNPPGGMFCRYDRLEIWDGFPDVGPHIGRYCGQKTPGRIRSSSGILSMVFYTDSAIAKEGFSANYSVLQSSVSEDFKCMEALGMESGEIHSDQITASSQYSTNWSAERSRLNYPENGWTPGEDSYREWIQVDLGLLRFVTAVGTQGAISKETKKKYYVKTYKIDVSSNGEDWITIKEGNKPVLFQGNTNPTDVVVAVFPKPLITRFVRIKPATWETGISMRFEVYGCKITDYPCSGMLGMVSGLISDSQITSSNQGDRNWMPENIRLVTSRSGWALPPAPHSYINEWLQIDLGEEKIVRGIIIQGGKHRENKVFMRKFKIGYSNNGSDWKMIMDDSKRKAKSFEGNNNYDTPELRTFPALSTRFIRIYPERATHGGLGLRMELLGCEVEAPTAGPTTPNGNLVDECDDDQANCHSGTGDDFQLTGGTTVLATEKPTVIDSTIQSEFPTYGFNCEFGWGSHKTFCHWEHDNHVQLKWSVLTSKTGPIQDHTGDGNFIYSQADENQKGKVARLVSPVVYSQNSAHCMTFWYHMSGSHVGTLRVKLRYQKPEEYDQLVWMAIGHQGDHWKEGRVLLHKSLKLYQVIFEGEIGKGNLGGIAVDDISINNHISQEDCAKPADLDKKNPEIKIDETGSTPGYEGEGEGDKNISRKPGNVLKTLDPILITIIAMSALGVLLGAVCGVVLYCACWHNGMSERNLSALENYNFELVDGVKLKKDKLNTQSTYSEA
SKN-1 inh = suppressors of acrylamide-induced Pgst-4::GFP reporter in worms, primary screen, SKN-1 inhibitor project, whole organism, uHTS, GFP/RFP fluorescence ratio, strain VP596. C. elegans VP596 Pgst-4::GFP/RFP ratio, 24 h. inhibition, % at 21.8 µM. 360,000 tested, 0.49% active. AID 624304, 2012;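 active = interference check ratio from 0.5 to 1.5 plus GFP to RFP signal ratio inhibition reaching or exceeding a fixed threshold, cut at about 30% in these data, passing the limit was not always enough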; note: some compounds called inactive have numbers as strong as hits
MsrA inhibitor = bovine MsrA enzyme inhibitors, primary screen, biochemical, absorbance, HTS. Methionine sulfoxide reductase A (Bos taurus). purified bovine MsrA, absorbance read-out. inhibition, % at 15.5 µM. 360,000 tested, 0.75% active. AID 651718, 2012; in the data active = inhibition above about 4.5%;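 note: 0% = vehicle wells with enzyme and 100% = reference inhibitor wells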
FAS TE block = FAS thioesterase domain inhibitors, primary screen, biochemical, fluorescence intensity, uHTS; Fatty acid synthase (Homo sapiens), P49327; recombinant FAS-TE, OMFH fluorogenic substrate, fluorescence endpoint; inhibition, % at 15 µM; 360,000 tested, 0.67% active; AID 602261, 2012;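 active = compounds whose normalised, plate-corrected inhibition of enzyme fluorescence in the single-dose primary screen is 50% or more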;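 note: 0% = DMSO with enzyme and 100% = substrate without enzyme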
* hit, by the source's call.

SMILES	Tb MetRS inh	PABP1 MLLE inh	eLon inh	MT1-MMP act inh	MsrA act	CendR NRP1 mod	SKN-1 inh	MsrA inhibitor	FAS TE block
COc1ccccc1/C=N/NC(=O)c1cccc(NC(=O)c2ccccc2Cl)c1	-1.6	6	-6	-2	-15	12	-4	1.7	1
CCCCCCCCOc1ccc(C(=O)O)cc1	-0.8	8	8	0	-15	-50	-15	1.1	6
Cc1ccccc1S(=O)(=O)Cc1ccc(C(=O)NC2CCC(C)CC2)o1 (stereo not drawn)	0.7	1	1	-5	-3	12	0	0.3	3
Cc1cccc(NC(=O)CSc2nnc(CNC(=O)c3ccc(S(=O)(=O)N(C)C)cc3)n2-c2cccc(C)c2)c1	0.0	-14	3	-4	-1	-10	7	0.8	0
CC1CCN(S(=O)(=O)c2cc(C(=O)N3CCN(c4ncccn4)CC3)ccc2Br)CC1	-0.5	-7	3	-10	-7	2	-4	-0.2	12
CCc1ccc2[nH]c(=O)c(CN(Cc3ccccc3OC)Cc3nnnn3Cc3ccco3)cc2c1	-2.0	-35	-22	-26	-15	-44	6	-0.1	4
CN(C)C(=O)N1CCc2ccc([N+](=O)[O-])cc21	-0.1	1	0	3	-4	-9	-3	-1.2	-9
C=C(C)c1cccc(C(C)(C)NC(=O)NC(c2ccccc2)c2ccc(OC)cc2)c1 (stereo not drawn)	-0.9	-2	-12	-3	-4	2	6	0.1	-1
CC1=CC2=NC(=O)C(c3ccccc3)C(=O)N2C=C1 (stereo not drawn)	-0.1	13	-11	-1	-4	-14	2	0.9	-10
O=C(C1CCN(C2CCN(Cc3ccc4c(c3)CCO4)CC2)CC1)N1CCOCC1	-0.7	0	8	7	-3	-3	-12	0.6	-2
COc1ccccc1N1CCN(C(=O)c2cc(-c3ccc(F)cc3)on2)CC1	-0.7	17	1	-1	-6	3	3	-0.6	18
Cc1ccc2c(c1)N(CC(=O)NC1CCCCC1C)C(=O)CO2 (stereo not drawn)	-0.7	-3	-3	5	-7	2	4	0.2	0
O=C(Nc1cccc(S(=O)(=O)NC2=NCCC2)c1)c1ccc(F)cc1	-0.5	6	1	-2	-3	1	20	-0.2	-4
CCCCC1=CC2=C(c3ccco3)C(=O)C(C)(OC(=O)c3ccc(OC)cc3)C(=O)C2=CN1Cc1ccccc1 (stereo not drawn)	-0.2	4	-17	-18	-2	-39	6	-0.1	9
O=C(CN1c2cccc3cccc(c23)S1(=O)=O)Nc1ccc(F)c(F)c1F	-0.1	-19	-5	4	-2	-5	-5	0.4	18
COC(=O)c1ccc(C2C(Oc3ccccc3C)C(=O)N2CCc2ccc(OC)c(OC)c2)cc1 (stereo not drawn)	-0.1	3	-1	-4	1	14	18	0.0	26
COc1cc(NC(=O)CCn2c(=O)[nH]c3ccsc3c2=O)cc(OC)c1	-0.4	-2	-5	3	-2	3	5	0.0	-3
COc1ccc(NC(=O)CSc2nnnn2C2CC3C=CC2C3)cc1 (stereo not drawn)	-0.6	-21	-1	1	0	12	3	-0.8	3
CS(=O)(=O)c1ccc(C(=O)NCC2(N3CCOCC3)CCCCC2)cc1	-0.2	-1	-14	-2	-1	12	8	0.6	-4
Cc1ccc(S(=O)(=O)c2nc(Nc3ccccc3N3CCOCC3)sc2Cl)cc1	-0.5	-26	-19	-18	-7	11	2	-0.3	30
Cc1cc(=O)[nH]c(SCc2cc(=O)n3nc(C)sc3n2)n1	-0.4	-3	-9	4	-7	8	4	0.2	-9
Cn1c(=O)c(C(=O)c2ccccc2)c(O)c2ccccc21	-1.0	6	0	-1	-5	-9	-2	0.6	-3
CC1=C(C(=O)Nc2ccccc2C(=O)NCCCOC(C)C)SCCO1	-1.6	-5	-8	-2	-10	4	2	-0.3	-2
Cc1cc(C)c(C(=O)CN2C(=O)NC3(CCCCCC3)C2=O)cc1C	-0.9	4	-8	-8	-2	7	8	0.3	-2
CSCC(C)N1CCC(N2CCC(C(=O)NCc3ccccn3)CC2)CC1 (stereo not drawn)	0.5	11	-12	2	-2	4	-1	2.4	-5
Cn1c(/C(C#N)=C/C2CC=CCC2)nc2ccccc21 (stereo not drawn)	-0.1	29	-3	-13	-3	-7	13	-0.6	9
CC(=O)Nc1ccc(C(=O)/C=C/c2ccc[nH]2)cc1	-0.3	-45	-104	-6	-2	-39	-1	0.7	-8
COc1ccc(C(CCN(Cc2ccc(OC)c(OC)c2)C(=O)CCl)c2ccccc2)cc1 (stereo not drawn)	-0.1	11	4	-11	0	-17	4	0.9	22
CN1CCN(C(=O)CN(Cc2ccccc2)S(C)(=O)=O)CC1	0.1	5	0	-2	-1	3	13	-1.8	-8
CCCCn1c(SCc2nc(N)nc(N3CCCCC3)n2)nc2c1c(=O)n(C)c(=O)n2C	0.5	-10	-6	0	-3	-7	3	-0.5	-10

An excerpt of these results, as comma-separated lines:
structure,Tb MetRS inh,PABP1 MLLE inh,eLon inh,MT1-MMP act inh,MsrA act,CendR NRP1 mod,SKN-1 inh,MsrA inhibitor,FAS TE block
Cc1ccc(S(=O)(=O)c2nc(Nc3ccccc3N3CCOCC3)sc2Cl)cc1,-0.5,-26,-19,-18,-7,11,2,-0.3,30
Cc1cc(=O)[nH]c(SCc2cc(=O)n3nc(C)sc3n2)n1,-0.4,-3,-9,4,-7,8,4,0.2,-9
Cn1c(=O)c(C(=O)c2ccccc2)c(O)c2ccccc21,-1.0,6,0,-1,-5,-9,-2,0.6,-3
CC1=C(C(=O)Nc2ccccc2C(=O)NCCCOC(C)C)SCCO1,-1.6,-5,-8,-2,-10,4,2,-0.3,-2
Cc1cc(C)c(C(=O)CN2C(=O)NC3(CCCCCC3)C2=O)cc1C,-0.9,4,-8,-8,-2,7,8,0.3,-2
CSCC(C)N1CCC(N2CCC(C(=O)NCc3ccccn3)CC2)CC1 (stereo not drawn),0.5,11,-12,2,-2,4,-1,2.4,-5
Cn1c(/C(C#N)=C/C2CC=CCC2)nc2ccccc21 (stereo not drawn),-0.1,29,-3,-13,-3,-7,13,-0.6,9
CC(=O)Nc1ccc(C(=O)/C=C/c2ccc[nH]2)cc1,-0.3,-45,-104,-6,-2,-39,-1,0.7,-8
COc1ccc(C(CCN(Cc2ccc(OC)c(OC)c2)C(=O)CCl)c2ccccc2)cc1 (stereo not drawn),-0.1,11,4,-11,0,-17,4,0.9,22
CN1CCN(C(=O)CN(Cc2ccccc2)S(C)(=O)=O)CC1,0.1,5,0,-2,-1,3,13,-1.8,-8
CCCCn1c(SCc2nc(N)nc(N3CCCCC3)n2)nc2c1c(=O)n(C)c(=O)n2C,0.5,-10,-6,0,-3,-7,3,-0.5,-10

The results go on:
SMILES	Tb MetRS inh	PABP1 MLLE inh	eLon inh	MT1-MMP act inh	MsrA act	CendR NRP1 mod	SKN-1 inh	MsrA inhibitor	FAS TE block
Cc1cc(C)c2c(N)c(C(=O)c3ccccc3)sc2n1	-0.2	15	-10	1	-3	-7	12	-0.8	17
O=C(Nc1ccc(S(=O)(=O)Nc2nccs2)cc1)c1c(F)c(F)c(F)c(F)c1F	-0.3	30	3	-2	-4	-14	1	-0.9	-6
COCCCNC(=O)/C=C/c1ccc(Cl)cc1	-0.4	2	4	4	-1	-3	21	0.1	-6
Cc1c(Cl)c([N+](=O)[O-])nn1CC(=O)NC12CC3CC(CC(C3)C1)C2	-0.8	7	-12	5	-5	-19	15	0.1	23
Cc1nn(Cc2ccccc2)c(Cl)c1C(=O)OCc1nnc(-c2ccccc2)o1	0.1	1	3	3	-1	-8	-39	-0.2	3
CCC(=O)Nc1cc(Cl)ccc1C(=O)O	0.0	-2	1	0	-1	2	-24	0.7	-6
O=C(c1cnn2c(C(F)F)cc(-c3ccccc3)nc12)N1CCSCC1	-1.0	3	-4	11	-3	-3	7	-0.8	2
O=S(NC1CCCCC1)C12CC3CC(CC(C3)C1)C2 (stereo not drawn)	0.5	-20	4	-1	-3	4	-11	-1.3	2
CCN1CCN(S(=O)(=O)c2cccc3nsnc23)CC1	-1.3	2	6	3	-14	9	-4	2.2	-9
Nc1nnc(N2CCc3ccccc32)s1	-0.9	-32	-1	15	-1	7	-4	0.2	-3
Cc1ccc(C)c(NC(=O)c2cccc(Oc3ccc([N+](=O)[O-])cc3Cl)c2)c1	-0.1	9	-4	8	-3	-5	18	4.2	36
Cc1cc(Nc2ccccc2)nc(-c2ccccc2O)n1	-0.6	0	1	-5	-4	4	23	2.3	26
COc1ccc(N2CCN(C(=O)c3ccc(NS(=O)(=O)c4ccc(F)cc4)cc3)CC2)cc1	0.6	10	1	3	-2	-6	18	-0.6	0
O=C(CN1C(=O)C2C3C=CC(C3)C2C1=O)Nc1nc(SCc2ccc(Cl)cc2)n[nH]1 (stereo not drawn)	-0.3	-41	-11	8	1	4	5	0.9	-14
O=C(CN1CCC(C(O)(c2ccccc2)c2ccccc2)CC1)Nc1cc(Cl)ccc1Cl	0.2	-4	-5	-24	-2	7	2	1.2	44
c1cnc2c(OCc3cn4cccnc4n3)cccc2c1	0.2	1	3	2	-1	1	0	0.2	-8
CC(C)N1CC2(c3ccccc3)CN(C(C)C)CC(c3ccccc3)(C1)C2=O	-0.6	-7	-6	7	-3	7	1	0.6	-7
Nc1nc(NCC(=O)O)nc(NCc2ccccc2)c1[N+](=O)[O-]	0.6	-9	4	-1	-4	2	10	4.1	-3
Cc1ncc(CN2CCC(C(=O)Nc3cccc(-c4cscn4)c3)CC2)cn1	-0.8	-2	2	4	-2	2	8	1.4	-5
CCOC(=O)C1CCN(C(=O)CNS(=O)(=O)c2ccc(Br)s2)CC1	0.4	3	-1	-4	-3	-10	-1	-0.2	-4
CCCn1c2ccc(C)cc2c2n[nH]c(=S)nc21	-0.9	29	14	0	-4	-2	8	-0.2	-6
CCCCn1c(N)c(N(CC)C(=O)c2ccco2)c(=O)[nH]c1=O	-0.1	-61	7	0	3	6	-17	1.0	-7
COc1ccc(OC)c(CN2CCCC(CO)C2)c1 (stereo not drawn)	0.0	-2	1	5	0	14	8	0.3	-7
